OXTR potentiator – potentiators of human oxytocin receptor; CHO-OTR cells, Fluo-8 calcium fluorescence, potentiator mode; 0% = oxytocin EC15, 100% = EC100; P30559; actives 0.061% (n = 320,000); activation, % at 3 µM;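 active = activation above that plate's cutoff, the mean activation of tested compounds plus 3 SD, cut at about 6.6% in these data, passing the limit was not always enough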;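 also: 100% uses oxytocin at 75 nM as the full agonist control; some results filed as inactive read as strong as hits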
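Material: CHO-OTR cells, human receptor; compound dosing: single dose, 3.0 µM nominal final compound concentration; schedule: 6 min compound pre-incubation at room temperature, 100 s kinetic read; measured by: kinetic Fluo-8 calcium fluorescence; read-out basis: % activation vs EC15 and EC100 oxytocin; controls: EC15 oxytocin alone as 0%, 75 nM oxytocin as 100%; replicates: singlicate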
TAAR1 agonist – human TAAR1 agonism. activation, % at 3 µM. Q96RJ0. actives 0.99% (n = 360,000). CHO RD-HGA16 TAAR1, Fluo-8 calcium fluorescence; vehicle wells 0%, saturating PEA agonist 100%;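 active = activation above the mean activation of all test compounds in the run plus 3 SD, cut at about 38% in these data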
Target sequence (Q96RJ0 whole entry, looked up): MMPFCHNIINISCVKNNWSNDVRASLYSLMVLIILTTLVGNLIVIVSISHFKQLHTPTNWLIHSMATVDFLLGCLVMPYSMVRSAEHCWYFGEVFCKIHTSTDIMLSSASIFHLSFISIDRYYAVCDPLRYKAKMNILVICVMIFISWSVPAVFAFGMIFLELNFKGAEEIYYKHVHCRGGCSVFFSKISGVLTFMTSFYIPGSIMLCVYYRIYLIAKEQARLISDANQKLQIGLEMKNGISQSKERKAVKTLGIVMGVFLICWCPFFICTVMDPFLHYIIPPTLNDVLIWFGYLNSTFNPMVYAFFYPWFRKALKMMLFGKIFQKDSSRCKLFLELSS
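Repeats: no replicates (n 1) | Material: CHO-derived RD-HGA16 cells with stable Gα16 and human TAAR1 | Technique: Kinetic Fluo-8 calcium fluorescence | Schedule: 17-24 h seeding, 75 min 37 °C dye, 30 min RT | Evaluation: % activation from peak over basal fluorescence ratio, DMSO-to-PEA scaled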
V1aR counter – activates human V1a receptor in oxytocin agonist counter-screen | P37288 | CHO-V1R cells, Fluo-8 calcium fluorescence, agonist mode; 0% DMSO, 100% 3 nM vasopressin | activation, % at 3 µM | actives 0.25% (n = 320,000);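 active = activation above the mean activation of all tested compounds plus 3 SD, per screening run, cut at about 20% in these data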;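 also: signal is peak over basal fluorescence ratio across a 100 second FLIPR read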
M1 PAM parental – counter-screen for M1 PAMs: effect in parental CHO-K1 cells; activation, % at 3 µM; ATP EC20, Fluo-8 calcium fluorescence; 0% at ATP EC20, 100% at ATP max; actives 0.02% (n = 360,000);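 active = activation above the run cutoff, the mean activation of all test compounds plus 3 SD, cut at about 40% in these data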;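 also: peak over basal fluorescence ratio in a 140 s read after ATP addition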
CHO-K1 Ca antag – M1 antagonist counterscreen hit in parental CHO-K1 cells | ATP-induced calcium, Fluo-8 fluorescence | inhibition, % at 3 µM | actives 0.6% (n = 360,000) | AID 602250;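 active = inhibition above a per-plate cutoff, the plate's mean sample inhibition plus 3 SD, cut at about 24% in these data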;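 also: 0% = DMSO plus EC80 ATP and 100% = DMSO alone without ATP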
M1 ag – activates human CHRM1 receptor; AID 588814; P11229; activation, % at 3 µM; CHO-K1 hM1, Fluo-8 calcium fluorescence, agonist mode; 0% DMSO, 100% acetylcholine EC100; actives 0.33% (n = 360,000);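 active = activation above the run's mean compound activation plus 3 SD, cut at about 16% in these data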;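 also: peak over basal fluorescence ratio within a 140 s kinetic read after compound addition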
Target sequence (P11229 whole entry, looked up): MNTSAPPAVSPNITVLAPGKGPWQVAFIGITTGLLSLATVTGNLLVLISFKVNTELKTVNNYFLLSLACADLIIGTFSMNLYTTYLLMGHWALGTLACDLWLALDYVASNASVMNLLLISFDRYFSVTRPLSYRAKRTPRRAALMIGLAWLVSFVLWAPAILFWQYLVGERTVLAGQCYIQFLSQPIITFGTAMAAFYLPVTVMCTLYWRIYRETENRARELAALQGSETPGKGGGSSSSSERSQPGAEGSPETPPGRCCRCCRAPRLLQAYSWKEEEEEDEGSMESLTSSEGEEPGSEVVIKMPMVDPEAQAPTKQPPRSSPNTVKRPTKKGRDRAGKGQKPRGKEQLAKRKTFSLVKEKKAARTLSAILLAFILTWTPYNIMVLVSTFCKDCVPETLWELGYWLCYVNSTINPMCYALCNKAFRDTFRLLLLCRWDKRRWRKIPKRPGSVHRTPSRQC
M1 ag parental – counter-screen for M1 agonists: effect in parental CHO-K1 cells. activation, % at 3 µM. Fluo-8 calcium fluorescence; scaled to maximal ATP response, vehicle zero. actives 0.48% (n = 360,000); in the data active = activation above about 15%;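 also: untransfected CHO-K1 host cells lacking M1 receptor as counterscreen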
CHO parental Ca – signal in parental CHO cells, OX1R antagonist counter-screen. parental CHO-K1, ATP-induced calcium, Fluo-8 fluorescence. inhibition, % at 5.6 µM. actives 0.63% (n = 330,000);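 active = inhibition above that plate's mean sample inhibition plus 3 SD, cut at about 26% in these data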;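 also: 0% = ATP-challenged DMSO wells and 100% = DMSO wells without ATP; some compounds past the cut are filed as inactive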
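Test system: parental CHO cells; detection: calcium-sensitive Fluo-8 fluorescence; evaluation: percent inhibition of calcium signal; also added: ATP as calcium-mobilizing challenge; repeats: one well per compound; control set: ATP-challenged DMSO wells low, unchallenged DMSO wells high; compound: single nominal dose of 5.6 µM per compound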
TAAR1 antagonist – antagonists of human TAAR1; actives 1.5% (n = 360,000); CHO RD-HGA16 TAAR1, Fluo-8 calcium fluorescence, antagonist; Q96RJ0; inhibition, % at 3 µM;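 active = inhibition above a per-plate cutoff, the mean inhibition of test compounds on that plate plus 3 SD, cut at about 49% in these data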;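 also: 0% = DMSO plus EC80 beta-PEA response and 100% = DMSO alone without agonist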
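Test system: RD-HGA16 CHO cells with stable hTAAR1 and Gα16 / Probe or stimulus: EC80 β-phenethylamine stimulus / Times: seeding 17-24 h prior, 75-min 37 °C, 30-min RT dye loading / Detection: Fluo-8 calcium-sensitive fluorescence / Read-out basis: % inhibition scaled between DMSO and EC80 PEA controls / Repeats: singlicate, one well per test compound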
* marks the source's active call; other numbers are inactive results; x = no result given.

The opening 2 entries (preview)
SMILES	OXTR potentiator	TAAR1 agonist	V1aR counter	M1 PAM parental	CHO-K1 Ca antag	M1 ag	M1 ag parental	CHO parental Ca	TAAR1 antagonist
Nc1nccnc1C(=O)OCC(=O)NC1CCCc2ccccc21 (stereo unspecified)	-2	3	-0.3	14	-13	0	0.1	-10	16
O=c1[nH]c(Nc2ccccc2Cl)cc2ccccc12	-15	7	-1.1	0	-8	-1	1.5	-17	-18

The list itself, from the start:
SMILES	OXTR potentiator	TAAR1 agonist	V1aR counter	M1 PAM parental	CHO-K1 Ca antag	M1 ag	M1 ag parental	CHO parental Ca	TAAR1 antagonist
Nc1nccnc1C(=O)OCC(=O)NC1CCCc2ccccc21 (stereo unspecified)	-2	3	-0.3	14	-13	0	0.1	-10	16
O=c1[nH]c(Nc2ccccc2Cl)cc2ccccc12	-15	7	-1.1	0	-8	-1	1.5	-17	-18
CCC(=O)Nc1cccc(NC(=O)c2ccccc2Br)c1	-1	2	0.5	-5	8	-6	1.2	-4	-12
Nc1[nH]c(C(=O)c2ccccc2)c(-c2ccccc2Br)c1C(=O)NCCc1c[nH]c2ccccc12	x	6	x	24	-19	x	1.7	x	18
CC(=O)OCCOCn1cnn2c(=O)c(Br)c(C)nc12	-2	2	0.1	1	-3	2	-0.2	-14	-8
COc1ccc(Nc2nc(-c3ccccc3)cs2)cc1	-5	1	-0.3	11	-22	-9	-0.2	-19	8
C=CCn1c(SCC(=O)c2ccc(OC)cc2)nnc1-c1cc2cccc(OC)c2o1	-20	3	1.6	7	-2	2	0.1	-5	-2
Cc1ccc(N2CC(C(=O)NC3CCC(C)CC3)CC2=O)cc1 (stereo unspecified)	3	-1	3.9	9	-8	-2	0.0	-7	-10
CCOc1ccccc1-n1nnnc1SCC(=O)NCC1(N2CCOCC2)CCCCC1	-3	12	3.5	12	-18	-5	4.9	-32	43
Cc1nc(SCC(=O)NCCc2ccccc2)nc(C)c1C	-1	-2	-0.3	-7	16	-3	-0.3	-6	-13
Cc1ccc(Cl)cc1N1CCN(S(=O)(=O)c2cccc(S(=O)(=O)N3CCCC3)c2)CC1	-9	6	0.6	18	-8	-1	0.5	-24	-10
CCOC(=O)c1cc(-c2cccnc2)nn1-c1ccccc1C	0	1	-1.2	7	-11	-4	0.1	-12	-28
Cc1c(Cl)ccc2sc(NC(=O)C3CC3)nc12	-6	3	4.1	8	4	-4	1.2	3	27
COc1ccc(S(=O)(=O)Nc2ccc(C)cc2)cc1OC	-4	13	0.9	15	-16	-5	0.9	-8	1
Cc1ccc(S(=O)(=O)N(C)C)cc1NC(=S)N(CCC#N)Cc1cccnc1	2	0	-0.1	14	2	-9	0.1	-8	8
CCOC(=O)C1CCCC(NS(=O)(=O)c2ccc(NC(C)=O)cc2)C1 (stereo unspecified)	6	4	-1.0	7	-1	-3	0.9	-4	11
CC(C)OCCCn1c(=NC(=O)c2cccs2)c(C#N)cc2c(=O)n3ccccc3nc21	-4	14	0.7	-1	5	-6	0.4	-17	24
CCOC(=O)C1C(=O)CC(C)(O)C(C(=O)OCC)C1c1ccc(OC)cc1 (stereo unspecified)	-3	1	-1.8	7	3	-2	-0.5	-10	6
C=CCN=Cc1sc2ccc(OCC)cc2c1O	-2	6	-0.4	x	x	x	x	-9	20
CN1CCCC(CC2Oc3ccccc3Sc3ccccc32)C1 (stereo unspecified)	-5	15	7.6	4	-4	-9	1.8	-14	10
O=C(CCCn1cnc([N+](=O)[O-])n1)Nc1ccc(Cl)c(Cl)c1	-7	1	11	9	0	-6	1.0	2	-2
CNC(=O)COC(=O)C1CCN(S(=O)(=O)c2ccc3c(c2)OCCO3)CC1	-4	0	0.5	13	-19	-4	0.3	-13	-7
COc1ccccc1-c1cn[nH]c1-c1ccc(OCc2ccc(F)cc2)cc1O	-5	-2	-1.1	12	3	-3	-0.3	11	-4
COCCCn1c(SCC(=O)NC2CCCCC2)nnc1-c1ccncc1	-6	4	0.4	5	6	-3	0.1	-12	6
CN1CCN(C(=O)c2cccn(Cc3c(Cl)cccc3Cl)c2=O)CC1	-12	3	-0.1	15	-12	-6	1.8	-7	-3
CCC(CC)c1nn2c(N)c(/C=C3\C(C)=Nc4ccccc43)c(=O)nc2s1	-17	13	6.1	-26	1	-1	6.3	13	17
COc1cc(N)c(Cl)cc1Cl	-6	3	0.9	34	-22	-12	0.9	-10	13
COc1ccc(/C=N/N=C2/NC(=O)C(CC(=O)O)S2)cc1OCc1ccc(Cl)cc1 (stereo unspecified)	1	-2	0.9	12	1	-4	-0.1	1	-9
O=C(c1[nH]c(C(F)(F)F)nc1-c1ccccc1)N1CCCCC1	x	2	x	-7	26*	-1	-0.2	x	-4
NC(=O)C1(N2CCCCC2)CCN(C2CC(=O)N(CCc3ccccc3)C2=O)CC1 (stereo unspecified)	-6	7	1.2	-3	-6	-5	0.7	-9	0

Compound profiles, from the list above:
CN1CCN(C(=O)c2cccn(Cc3c(Cl)cccc3Cl)c2=O)CC1 is entered as OXTR potentiator: -12; TAAR1 agonist: 3; V1aR counter: -0.1; M1 PAM parental: 15; CHO-K1 Ca antag: -12; M1 ag: -6; M1 ag parental: 1.8; CHO parental Ca: -7; TAAR1 antagonist: -3
CNC(=O)COC(=O)C1CCN(S(=O)(=O)c2ccc3c(c2)OCCO3)CC1 is entered as OXTR potentiator: -4; TAAR1 agonist: 0; V1aR counter: 0.5; M1 PAM parental: 13; CHO-K1 Ca antag: -19; M1 ag: -4; M1 ag parental: 0.3; CHO parental Ca: -13; TAAR1 antagonist: -7

Remaining list, next part:
SMILES	OXTR potentiator	TAAR1 agonist	V1aR counter	M1 PAM parental	CHO-K1 Ca antag	M1 ag	M1 ag parental	CHO parental Ca	TAAR1 antagonist
COc1ccccc1NC(=O)CCc1nc2ccccc2s1	1	0	-1.1	13	3	-6	2.9	-13	9
COc1cccc(C2C3=C(CCCC3=O)Nc3[nH]n(-c4ccccc4)c(=O)c32)c1 (stereo unspecified)	1	11	0.6	7	0	-10	0.0	-11	17
C/C(=N\O)C(=O)NCCN1CCCCC1	4	3	0.5	16	-18	-7	0.9	-6	-2
O=[N+]([O-])c1ccc2c(c1)/C(=N\O)c1ccccc1-2	-4	-2	0.1	4	-4	-5	0.5	-8	-18
c1cnc2c(-c3ccc4nccn4c3)cccc2c1	x	6	x	15	-9	-7	2.1	x	17
Cc1ccc2cccc(SCC(=O)Nc3ccc(F)cc3)c2n1	-8	3	2.1	-8	-4	0	0.9	-8	5
O=C(NCc1ccccc1)c1ccc(S(=O)(=O)Nc2cccc(C(F)(F)F)c2)cc1	-22	20	11	20	-8	7	8.8	6	23
Cc1ccccc1C(c1ncccc1C)N(C)C(=O)C1CCN(CCOc2ccc(Cl)cc2Cl)CC1 (stereo unspecified)	x	7	x	27	-1	2	2.4	x	18
CCCCC[C@@H]1C=C(C(=O)O)[C@H](c2cccc(C)c2)N1S(=O)(=O)c1ccc(C)cc1	-6	1	-1.5	5	1	-4	0.2	-7	-1
Cc1cc2nc(C(C)(C)C)c(Cc3ccccc3)n2c(C)c1Br	x	0	x	10	-8	0	0.5	x	-37
CN(C)c1ccc(-n2cc3c(=O)n(C)c(=O)n(C)c3c2)cc1	-4	0	-1.5	3	-7	-5	1.5	-12	-14
O=C(COC(=O)/C=C/c1cccs1)Nc1nc(-c2ccccc2)cs1	-9	7	3.2	-14	16	-2	0.0	-12	12
Cc1oc(-c2cccc(F)c2)nc1CN1CCCN(C(=O)c2ccco2)CC1	-3	1	3.5	3	-4	-3	1.4	-26	-14
CC(=O)c1cccc(NC(=O)N2CCC(NC(=O)C3CCCCC3)CC2)c1	-6	3	-0.5	21	-8	-3	0.5	-1	-20
O=C(O)/C(=C\c1cccc(F)c1)c1ccc(S(=O)(=O)N2CCCCC2)s1	-2	0	-0.4	22	-3	1	5.8	-6	-3
O=C(CSc1nnc(CNC(=O)c2cccs2)o1)Nc1ccc(F)cc1F	-3	3	1.6	-14	-6	-3	0.7	-10	-14
CN(CCOc1ccccc1)C(=O)c1cc(S(=O)(=O)N2CCOCC2)ccc1Cl	-8	1	0.2	-19	-14	0	3.3	-23	-6
COc1ccc(/C=C(\NC(=O)c2ccc(OC)cc2)C(=O)N2CCCCC2)cc1	x	0	x	3	0	1	0.5	x	-6
O=C(COC(=O)c1cc(Cl)ccc1O)Nc1cc(C(F)(F)F)ccc1N1CCOCC1	-7	5	0.0	20	-10	-7	0.1	-22	-20
Clc1ccc(-c2c[n+](Cc3ccc(Br)cc3)c3n2CCCCC3)cc1	-7	8	-0.8	9	-9	-7	0.1	-18	-32
COc1ccccc1N(CC(=O)N(CC(C)C)CC(C)C)S(=O)(=O)c1cccs1	-7	1	13	11	-7	-2	1.2	-24	-11
CCCn1c(SCC(=O)NCCc2ccccc2)nnc1-c1cccnc1	-8	0	0.8	9	0	-3	0.3	-17	12
O=C(Cn1cnc2c(nc3n2CCCCC3)c1=O)Nc1cccc(C(F)(F)F)c1	-11	2	-0.4	-4	-7	-2	0.6	-8	-16
Cc1cccc(-c2cnn(-c3cccc([N+](=O)[O-])c3)c2N)c1	-8	3	0.0	-13	1	-12	1.4	-14	22
COC(=O)c1sc(NC(=O)c2c(F)cccc2F)c(C#N)c1C	1	3	2.9	-19	6	5	1.7	-15	17
CCOC(=O)C1CCN(C(=O)c2cc3c(-c4ccc(OC)c(OC)c4)nn(C)c3s2)CC1	-2	x	-1.2	6	3	-5	1.5	-23	x
Nc1ccccc1SC1CC(=O)N(c2ccc(Cl)c(Cl)c2)C1=O (stereo unspecified)	-22	19	12	-24	7	0	9.6	34*	59*
CCC1(c2ccccc2)NC(=O)N(CC(=O)Nc2ccc(S(=O)(=O)Nc3ncccn3)cc2)C1=O (stereo unspecified)	0	4	0.2	12	0	-1	2.4	4	-9
COc1ccc(NC(=O)Cn2nnc(C(=O)NCc3ccco3)c2N)c(OC)c1	4	0	0.8	3	-15	-2	0.1	-7	0
CCOC(=O)C1CCN(C(=O)c2ccc(OCC(=O)Nc3ccc(OCC)cc3)c(OC)c2)CC1	-11	2	4.3	-16	3	-4	4.8	-11	8
O=C(Nc1ccccc1)C1CC=CCC1C(=O)OCC1CCCO1 (stereo unspecified)	-14	1	-0.5	2	-10	-6	-0.4	-17	4
CC(C)Cc1nnc(NC(=O)CCC(=O)NC2CCCCCCC2)s1	-3	0	0.2	2	-4	-2	0.9	-15	-3
Cc1cc(OC(=O)C(c2ccccc2)c2ccccc2)c([N+](=O)[O-])c(=O)[nH]1	3	1	-0.3	19	-9	-2	-0.3	-6	-10
Clc1ccc(OCCOCCN2CCc3ccccc3C2)c(Cl)c1	0	36	1.3	15	1	-10	2.2	-12	-27

Screens as filed in PubChem BioAssay.
